TDP1 cell CPT: qHTS for Inhibitors of human tyrosyl-DNA phosphodiesterase 1 (TDP1): qHTS in cells in presence of CPT. Potency, µM (highest dose often 46.2 µM), inactives show at the highest dose activity change, negative = growth inhibition, usual class: inhibitors. chicken DT40 Tdp1-/-;hTDP1 cells + 20 nM CPT, ATP luminescence, 48 h. hit rate 12% among 420,000; note: nearly all actives have a fitted effect of over 55% in size
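Chicken DT40 Tdp1-/- cells stably complemented with human TDP1 were seeded at 400 cells/well in medium containing 20 nM camptothecin, exposed to pin-transferred compounds, and grown at 37 °C for at least 48 hr. Viability was read as ATP luminescence.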
TDP1 inh: qHTS Assay for Inhibitors of Tyrosyl-DNA Phosphodiesterase (TDP1) | recombinant TDP1, AlphaScreen DNA substrate cleavage | Tyrosyl-DNA phosphodiesterase 1 (Homo sapiens), Q9NUW8 | AID 485290, 2010 | hit rate 0.28% among 350,000 | Potency, µM (highest dose often 130 µM), inactives show top-dose activity change, negative = inhibition, usual class: inhibitors; note: nearly all actives have a fitted effect of over 40% in size
Target sequence (Q9NUW8 whole entry, looked up): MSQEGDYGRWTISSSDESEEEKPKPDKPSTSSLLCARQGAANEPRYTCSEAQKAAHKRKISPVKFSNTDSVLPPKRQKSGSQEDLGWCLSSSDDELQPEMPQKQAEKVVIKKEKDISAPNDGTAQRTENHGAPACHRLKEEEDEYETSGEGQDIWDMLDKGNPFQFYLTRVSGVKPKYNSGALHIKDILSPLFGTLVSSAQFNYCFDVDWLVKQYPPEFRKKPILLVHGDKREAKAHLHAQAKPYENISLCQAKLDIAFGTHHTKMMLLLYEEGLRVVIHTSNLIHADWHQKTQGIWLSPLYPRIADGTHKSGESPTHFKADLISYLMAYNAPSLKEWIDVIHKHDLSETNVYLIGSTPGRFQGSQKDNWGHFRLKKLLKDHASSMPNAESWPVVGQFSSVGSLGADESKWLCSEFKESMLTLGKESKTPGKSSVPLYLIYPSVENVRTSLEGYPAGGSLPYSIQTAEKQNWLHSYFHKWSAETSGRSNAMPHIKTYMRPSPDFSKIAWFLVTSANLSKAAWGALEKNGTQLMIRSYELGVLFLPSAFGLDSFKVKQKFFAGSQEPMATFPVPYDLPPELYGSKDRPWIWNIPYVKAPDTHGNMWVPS
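Signal: AlphaScreen proximity between streptavidin donor and anti-FITC acceptor beads on intact substrate. Reaction: Tdp1 1 nM, substrate 15 nM final, 5 min RT after 15 min compound preincubation.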
TDP1 cell noCPT: qHTS for Inhibitors of human tyrosyl-DNA phosphodiesterase 1 (TDP1): qHTS in cells in absence of CPT. AID 686978, 2013. DT40 Tdp1-/- hTDP1 cells, no CPT, ATP luminescence, 48 h. Potency, µM (highest dose often 46.2 µM), inactives show at the top dose activity change, negative = growth inhibition, usual class: inhibitors. hit rate 15% among 420,000; note: nearly all actives have a fitted effect of over 55% in size
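Luminescent ATP content (CellTiter-Glo) served as the growth readout. Knockout chicken DT40 cells expressing human TDP1 were exposed to compounds without camptothecin for a minimum 48 hr at 37 °C.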
* marks the source's active call; other numbers are inactive results; ? = inconclusive; . = not tested or not shown; & = joins results of further samples; [ ] = remark or other dose. Calls come from the whole dose curve; as a rule, active = well fitted curve in the direction sought with a large enough effect; inconclusive = small, poorly fitted or top-dose-only effect, or another doubt; inactive = no such curve, though single readings can be large; an effect the other way counts as inactive or inconclusive. % is set by controls: 0 for no effect and ±100 for the full control effect; potency is the fitted concentration of half-maximal effect.

SMILES	TDP1 cell CPT	TDP1 inh	TDP1 cell noCPT
CC1CCCC(NC(=O)C2CCN(C(=O)Nc3ccccc3)CC2)C1C (configuration not stated)	-20%	.	-21%
Nc1nonc1-n1nnc(C(=O)N/N=C/c2ccccc2F)c1CN1CCc2ccccc21	1%	5%	-26%
CC(C)c1nc2ccc(Br)cn2c1NC1CCCC1	-2%	0%	-1%
CCCCNC(=O)C1CCCN(S(=O)(=O)CC)C1 (configuration not stated)	-6%	-2%	-6%
CCN(CC)c1ccc(S(=O)(=O)N2CCOCC2)cc1NC(=O)CNCc1ccccc1	?	4%	21µM*
CC(C)CN(C(=O)CCC(=O)OCC(=O)NCCc1ccccc1)c1c(N)n(CC(C)C)c(=O)[nH]c1=O	3%	1%	5%
C[C@H](NC(=O)C1CC(=O)N(c2ccc3c(c2)OCCO3)C1)C(=O)NCc1ccco1 (some centres not stated)	-4%	1%	23%
Oc1c(C(c2ccccc2F)N2CCCCC2)sc2nc(-c3ccco3)nn12 (configuration not stated)	8%	0%	2%
COCc1cc(=O)[nH]c2cc(NC(=O)c3cccc(OC)c3)c(C)cc12	22%	.	-8%
CCCC(C)C(=O)OCC(=O)NCc1ccc(OC)c(OC)c1 (configuration not stated)	7%	1%	-4%
Cc1ccc(OC(=O)c2cccc([N+](=O)[O-])c2)c(-n2nc3ccccc3n2)c1	-15%	5%	-29%
CC(C)Sc1ncc(Cl)c(C(=O)Nc2nc3ccc(S(C)(=O)=O)cc3s2)n1	1%	7%	-5%

In another format: 4 of the compounds above
| Molecule | TDP1 cell CPT | TDP1 inh | TDP1 cell noCPT |
| --- | --- | --- | --- |
| CC1CCCC(NC(=O)C2CCN(C(=O)Nc3ccccc3)CC2)C1C (configuration not stated) | -20% | . | -21% |
| Nc1nonc1-n1nnc(C(=O)N/N=C/c2ccccc2F)c1CN1CCc2ccccc21 | 1% | 5% | -26% |
| CC(C)c1nc2ccc(Br)cn2c1NC1CCCC1 | -2% | 0% | -1% |
| CCCCNC(=O)C1CCCN(S(=O)(=O)CC)C1 (configuration not stated) | -6% | -2% | -6% |

Further compounds follow.
SMILES	TDP1 cell CPT	TDP1 inh	TDP1 cell noCPT
Cc1ccc(-c2noc(CSc3nnc(-c4cccs4)n3C)n2)cc1	-26%	-6%	?
COc1ccc(S(=O)(=O)N(C)CC(=O)NCc2ccc3c(c2)OCO3)cc1	-16%	1%	2%
O=c1[nH]nc(SCCS(=O)(=O)c2ccc(F)cc2)n1-c1ccccc1	29µM*	3%	?
CCOC(=O)c1cc(-c2ccc(C)cc2)n(CC(=O)NC2CCCCCC2)c1C	23µM*	-1%	?
CC1(C)Cc2nc(NCCCO)c(C#N)cc2CO1	-28%	3%	-20%
O=C(O)CN1CCN(c2ncc(C(F)(F)F)cc2Cl)CC1	2%	3%	5%
Cc1ccc(COn2c(-c3ccc(Cl)cc3)nc3ccc([N+](=O)[O-])cc32)cc1	?	2%	?
COc1ccc2nc(SCC(=O)c3c(N)n(C4CC4)c(=O)[nH]c3=O)[nH]c2c1	-7%	2%	-4%
NC(=O)c1ccccc1NC(=O)Nc1ccccc1Cl	-14%	0%	-30%
O=C(CS(=O)c1ccc(C(F)(F)F)cc1[N+](=O)[O-])Oc1ccc(Cl)cc1 (configuration not stated)	9.2µM*	6%	12µM*
COc1cc2c(cc1OC)CN(C(=O)c1ccc(S(=O)(=O)N3CCCC3)cc1)CC2	-9%	.	-7%
C#CCOCCOCCOCCNc1nc(N2CCOCC2)nc(N2CCN(C(=O)[C@H](CCC(=O)O)n3cc(C(N)[C@H](C)CC)nn3)CC2)n1 (some centres not stated)	4%	1%	1%
Cc1ccc(N2C(=O)CSC23C(=O)N(CC(=O)NCCc2ccccc2)c2ccccc23)cc1C (configuration not stated)	?	4%	?
CCCN1CCN(C(=O)c2oc3ccccc3c2NC(=O)C2CC2)CC1	-24%	3%	35%[activator]
O=C1c2[nH]nc(-c3ccccc3O)c2C(c2cccc(Br)c2)N1Cc1ccncc1 (configuration not stated)	2.9µM*	2%	1.2µM*
Cc1ccc2nc(-c3cc(-c4ccccc4)no3)cn2c1	25%	.	-17%
CCOC(=O)c1ccc(NC(=O)c2c(NCc3cccc(OC)c3)sc3c2CCC3)cc1	10µM*	8%	12µM*
Cc1ccccc1C(=O)NC1CCN(CC(=O)Nc2ccccc2)CC1	-1%	.	21%
O=C(CC1CC2CCC1C2)Nc1nc(-c2ccccn2)cs1 (configuration not stated)	?	8%	6.5µM*
Nc1ncnc2c1ncn2[C@@H]1O[C@H](CNC(=O)[C@@H](N)Cc2ccc(C(=O)c3ccccc3)cc2)[C@@H](O)[C@H]1O	1%	.	-13%
COc1ccc2oc(=O)c(/C(C)=N/Nc3nc(-c4cc(C)ccc4C)cs3)cc2c1	-27%	10%	?
Cc1cc(C)n2c(SCC(=O)Nc3cc(S(=O)(=O)N(C)C)ccc3C)nnc2n1	-5%	0%	-16%
CC(C)CC(=O)N1CCN(S(=O)(=O)c2ccc3ccccc3c2)CC1	?	2%	?
CC(C)Cc1cc(C(C)(C)C)ccc1OC(=S)N(C)C	?	.	?
CC[C@]12c3[nH]c4ccc(Cl)cc4c3CCN1C(=O)[C@@H](CC(=O)NCCc1ccccn1)C[C@@H]2C(=O)N1CCN(C(=O)c2ccco2)CC1	-27%	4%[56.1 µM]	?
CCN(CC)C(=O)[C@H]1CC(CC(=O)NCc2cccc(C(F)(F)F)c2)C(=O)N2CCc3c([nH]c4ccc(OC)cc34)[C@]12C (some centres not stated)	16µM*	2%[56.1 µM]	15µM*
Cc1ccc(Cc2c(C)nc3nc(SCC(=O)NCCCN4CCCCCC4)nn3c2C)cc1	?	-12%[0.0935 µM]	?
Cc1cc(C)c(S(=O)(=O)NC(C)C)c(C)c1-n1cnnn1	5%	5%	-25%
Cc1sc2nc3ccc(NCc4ccco4)nn3c(=O)c2c1C	?	-4%	21µM*
COC(=O)c1cnc(Nc2nc(C(N)Cc3ccc(Cl)cc3)cs2)nc1C(F)(F)F (configuration not stated)	?	.	23µM*
O=C(c1cc(-c2cccc(Cl)c2)on1)N1CCN(c2ccccc2)CC1	-17%&-7%	0%&0%	-2%&4%
CCn1cc(C(=O)N2CCN(c3ccc(OC)cc3)CC2)c(=O)c2cc(S(=O)(=O)N3CCOCC3)ccc21	-5%&-8%	3%&-2%	8%&-5%
Cc1ccc(Cn2cc(S(=O)(=O)c3ccc(C(C)C)cc3)c(=O)c3cc4c(cc32)OCO4)cc1	0%	3%	-28%
O=C(NCC(c1cccs1)N1CCOCC1)c1cnc(Cl)c(Cl)c1 (configuration not stated)	?	1%	?
COc1ccc(-c2cc(C(=O)NCCc3ccccc3)c3cc(C(C)C)ccc3n2)cc1	?	-3%	?
Cc1ccccc1CN1CCc2cc([N+](=O)[O-])ccc21	?	-3%	18µM*
C[C@]12c3[nH]c4cc(-c5ccco5)ccc4c3CCN1C(=O)[C@@H](CC(=O)NCC13CC4CC(CC(C4)C1)C3)C[C@@H]2C(=O)N1CCOCC1	?	5%[56.1 µM]	?
O=C(OCC(=O)N1CCOCC1)c1cccc(S(=O)(=O)Nc2ccc(F)cc2)c1	-11%	0%	-16%
CN(C(=O)CSc1nc2ccccc2n1C)C1CCS(=O)(=O)C1 (configuration not stated)	-9%	0%	-9%
CCc1ccc2c(CN(C)Cc3ccc(OC(F)F)c(OC)c3)cc(=O)oc2c1	18µM*	.	?
O=C(COC(=O)c1ccc(Cl)nc1)NCc1ccco1	12%	-6%	-13%
Cc1ccc(C)c(N2CCN(S(=O)(=O)c3cc(-c4cc(C)no4)ccc3C)CC2)c1	?	3%	16µM*
Cc1cc(C)c(S(=O)(=O)NCCn2c(C)cc3ccccc32)c(C)c1	?	1%	?
O=C(COC(=O)c1ccc2c(c1)OCO2)NC1CCCCC1	-10%	-1%	0%
Cc1ccn2cc(-c3ccc(NS(=O)(=O)c4ccccc4)cc3)nc2c1	?	6%	29µM*
S=c1nc(-c2ccc(Br)cc2)[nH]c2ccccc12	-18%	-10%	?
O=C(NCCN1CCN(C(=O)c2ccccc2Cl)CC1)C(=O)NCc1ccccc1	5%	.	-23%
CCOc1ccc(OCCC(=O)OCC(=O)Nc2cc(C)nn2-c2ccccc2)cc1	-14%	.	-1%
C=CCC[C@@H](Cc1ccc(F)cc1)C(=O)OC[C@@H](NC(=O)[C@@H](CC=C)CC(=O)N[C@@H](CO)Cc1ccccc1)C(C)(C)C	23µM*	1%	?
CC(C)CNC(=O)Cn1c(=O)c2c(ncn2CC(C)C)n(Cc2ccccc2)c1=O	-13%	3%	12%
CCc1nnc2n1N=C(c1ccc(Cl)cc1Cl)CS2	6%	9%	-1%
CC(=O)Nc1ccc(-c2nc3ccccc3c(=O)o2)cc1	-1%	.	0%
O=c1c2cc(N3CCOCC3)ccc2[nH]c(=S)n1CCN1CCCC1	-27%	0%	-15%
COc1ccc2c(Cl)c(-c3nnc4n3CCCCC4)sc2c1	?	3%	?
CC1CCN(CCCNC(=O)Cn2ncc3c([nH]c4ccccc43)c2=O)CC1	-3%	2%	14%
COC(=O)N1CCC2(CC1)CN(c1ccncc1)C2	-16%	.	?
Cc1ccccc1NC(=O)C1c2cccc[n+]2CC(=O)N1Cc1ccc2c(c1)OCO2 (configuration not stated)	-2%	11%	1%
COc1ccccc1NS(=O)(=O)c1cc(-c2cc(C)no2)ccc1OC	-13%	6%	-14%
CCCN(CCC)C(=O)Cn1c(=O)n(-c2cccc(C(F)(F)F)c2)c(=O)c2c(C)c(C)sc21	23µM*	6%	21µM*
O=C(COC(=O)c1ccccc1OCc1ccc(Cl)cc1)NCC1CCCO1 (configuration not stated)	5%	-3%	?

Next section
SMILES	TDP1 cell CPT	TDP1 inh	TDP1 cell noCPT
CCN(CC)S(=O)(=O)c1ccc(OC)c(NC(=O)c2cccc(C)c2[N+](=O)[O-])c1	?	3%	-28%
Oc1ccccc1Nc1nc(-c2ccccc2O)nc2ccccc12	-2%	.	-30%
Cc1ccc(NC(=O)c2sc3nc(-c4ccc(F)cc4)ccc3c2N)cc1F	12µM*	4%	21µM*
O=C(NC12CC3CC(CC(C3)C1)C2)c1cccc(OC(F)F)c1	-1%	.	-23%
Cc1ccc(CNS(=O)(=O)c2c(C)nc3sc(C)cn3c2=O)cc1	?	3%	-26%
CCOC(=O)c1c(C)[nH]c(C=Nc2ccc(OC)cc2)c1O	-17%	9%[56.1 µM]	-19%
CC(C)c1ccc(S(=O)(=O)N2CCN(CCC(=O)Nc3ccc(N(C)C)cc3)CC2)cc1	?	11%	?
C[C@@H]1CN([C@H](C)CO)C(=O)c2cc(Br)cnc2O[C@H]1CN(C)C(=O)Nc1ccccc1F	-7%	.	-14%
Cc1ccc(C)c(/C(O)=C2/C(=O)C(=O)N(CCN3CCOCC3)C2c2ccc(C)o2)c1 (configuration not stated)	-1%	1%	-8%
CC(C)c1ccc(NC(=O)[C@H]2O[C@@H]3OC(C)(C)O[C@@H]3[C@H]3OC(C)(C)O[C@H]32)cc1	5.2µM*	-5%	21µM*
COc1ccc(CCNC(=O)CN(c2cc(C)cc(C)c2)S(=O)(=O)c2c(C)noc2C)cc1OC	?	2%	18µM*
Cc1cccc(CNC(=O)c2cnc3sc(N4CCOCC4)nn3c2=O)c1	-11%	1%	-20%
O=c1c(-c2ccnn2-c2ccc(F)cc2)cnc2n1CCS2	-6%	7%	0%
Cc1c(NC(=O)C(C)OC(=O)c2cc(Cl)ccc2O)c(=O)n(-c2ccccc2)n1C (configuration not stated)	10%	4%	-23%
O=C1CC(c2cccc([N+](=O)[O-])c2)c2c(ccc3ccccc23)N1 (configuration not stated)	13µM*	-2%	8.2µM*
CCn1cc(CN2CCCC(CNS(=O)(=O)c3ccc(OC)cc3)C2)cn1 (configuration not stated)	1%	3%	2%
COc1ccccc1NS(=O)(=O)c1ccc2oc(=O)ccc2c1	8%	.	-27%

Compound profiles, as listed above. Order of values: TDP1 cell CPT	TDP1 inh	TDP1 cell noCPT
Record of CCn1cc(CN2CCCC(CNS(=O)(=O)c3ccc(OC)cc3)C2)cn1 (configuration not stated) : 1%	3%	2%
Record of COc1ccccc1NS(=O)(=O)c1ccc2oc(=O)ccc2c1 : 8%	.	-27%
Record of Cc1c(NC(=O)C(C)OC(=O)c2cc(Cl)ccc2O)c(=O)n(-c2ccccc2)n1C (configuration not stated) : 10%	4%	-23%
Record of O=C1CC(c2cccc([N+](=O)[O-])c2)c2c(ccc3ccccc23)N1 (configuration not stated) : 13µM*	-2%	8.2µM*

Bioassay records as filed in PubChem.
